Source: PubChem
Rat MKP-3 inhibitors: inhibition of rat DUSP6 enzyme activity – biochemical, in vitro, primary screen (AID 425); inhibition, % at 20 µM, or IC50 in µM where a hit was titrated; 0.17% of 110,000 active; recombinant MKP-3 phosphatase activity, fluorescence; higher % means a stronger effect; in the data active = inhibition above about 50%;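 note: plate controls were vehicle for no effect and reference inhibitor for full effect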
Hsp70 inhibitors: small molecules displacing fluorescent ligand from Hsp70 – biochemical, fluorescence polarization, primary screen (AID 583); Hsp70 fluorescence polarization probe displacement, mP; higher % means a stronger effect; displacement, % at 20 µM; hits with a dose series show IC50 in µM; 0.06% of 140,000 active; in the data active = displacement above about 50%;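 note: plate controls were vehicle for no effect and reference ligand for full effect; a part of the inactive calls stands beside numbers as strong as those of hits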
The depositor's hits bear a star; · = not tested or not shown; & = joins results of further samples.

SMILES,Rat MKP-3 inhibitors,Hsp70 inhibitors
O=C(/C=C/c1ccccc1[N+](=O)[O-])c1ccc(Cl)cc1,2%,0.7%
CCOc1cc(-c2noc(N)c2C(=O)OC)cc(OCC)c1OCC,-3%,-1.4%
CCOC(=O)CN1CC23C=CC(O2)C(C(=O)NC2CCCC2)C3C1=O (configuration not stated),-3%,-0.3%
CCOc1ccc(N2C(=O)NC(=O)/C(=C/c3cc(Br)c(OCC)c(OC)c3)C2=O)cc1,4%,0.4%
C=C(C)COc1ccc(-c2n[nH]c(C)c2-c2ccc(OC)cc2)c(O)c1,·,3.0%
Cn1c(/N=C/c2cc(Cl)ccc2O)nc2ccccc21,-8%,3.8%
CC(=O)Oc1ccc(C)cc1N1C(=O)c2ccc(C(=O)O)cc2C1=O,-7%&-3%,2.2%&3.5%
Cc1ccc(C2CC(C(F)(F)F)n3nc(C(=O)N4CCN(C)CC4)c(Cl)c3N2)cc1 (configuration not stated),0%,0.2%
COc1ccccc1CNC(=O)C1CCN(Cc2nc(-c3cccc(Cl)c3)oc2C)CC1,2%,-3.8%
O=C1c2ccccc2C(=O)N1c1cccnc1,·,4.5%

SMILES,Rat MKP-3 inhibitors,Hsp70 inhibitors
Cc1cc(C=O)c(C)n1-c1ccc(N2CCOCC2)cc1,·,0.4%
CCN(CC)S(=O)(=O)c1ccc(Cl)c(C(=O)N2CCc3ccccc32)c1,·,1.2%
CCOc1ccc(Nc2oc(-c3cccs3)nc2C#N)cc1,-10%,-2.9%
COc1cccc(-n2c(Cc3cc(=O)[nH]c(=O)[nH]3)nnc2SCC(=O)Nc2ccccc2)c1,-7%,-7.4%
NCC1NCCc2ccccc21 (configuration not stated),1%,10%
COc1ccc2cc(C(c3nnnn3CC3CCCO3)N3CCOCC3)c(=O)[nH]c2c1 (configuration not stated),-4%,2.6%
O=C(COC(=O)c1cnccn1)c1ccc(OC(=O)c2ccccc2)cc1,-2%,1.0%
CCOc1cc(S(=O)(=O)NCCc2cccc(C)c2)c(OCC)cc1-n1cnnn1,-9%,-1.3%
Cc1ccc(C)c(NC(=O)CCN2CCOCC2)c1,-6%,2.7%
C=CCc1cccc2cc(C(=O)N3CCN(C(=O)c4ccco4)CC3)c(=O)oc12,2%,-2.1%

SMILES,Rat MKP-3 inhibitors,Hsp70 inhibitors
Cc1ccc(NC(=O)CCn2nc(C)cc2C)c(C)c1,7%,-3.6%
COc1ccccc1CN(Cc1cc2cc3c(cc2[nH]c1=O)OCCO3)Cc1nnnn1Cc1ccco1,·,2.0%
CSc1nc(N)nc(SCC(=O)c2ccccc2)c1C#N,-8%,0.3%
Cc1ccc2c(c1)nnn2C1CCN(S(=O)(=O)c2ccc(C(=O)NC3CCCC3)cc2)CC1,-7%,-1.8%
O=C(NC(=S)NCc1ccco1)c1ccc([N+](=O)[O-])cc1,2%,-2.2%
O=S(=O)(c1ccc(Br)cc1Br)N1CCOCC1,0%,2.4%
CC(=O)Nc1ccc(C(=O)NC(CC(=O)O)c2ccc(Cl)cc2)cc1 (configuration not stated),·,2.1%
CC(=O)Oc1c(-c2ccccc2)c2nc3ccccc3nc2c2ccccc12,0%,17%
COCCCNC(=O)Cn1ncc2ccsc2c1=O,-8%,3.5%
O=C(Nc1nc2nc(-c3ccccc3)cc(=O)n2[nH]1)c1ccccc1,·,4.0%

SMILES,Rat MKP-3 inhibitors,Hsp70 inhibitors
Cc1csc(NC(=O)c2cccs2)n1,-1%,-3.3%
COc1ccc(NC(=O)COc2cc(C)c(Cl)c(C)c2)cc1OC,2%,0.3%
CCn1c2ccccc2c2cc(/C=N/NC(=O)c3cccc([N+](=O)[O-])c3)ccc21,8%,-2.6%
CCc1cc2c(N[C@@H](C)C(=O)O)ncnc2s1,-1%,14%
CCOC(=O)c1nc(-c2ccc3c(c2)OCO3)[nH]c1C,-1%,-4.5%
Cc1ccc(CNC(=O)C(Cc2ccccc2)NS(=O)(=O)c2cccs2)cc1 (configuration not stated),·,-5.4%
O=C(NC1CCCCC1)C(c1ccco1)N(C(=O)C(F)(F)F)C1CC1 (configuration not stated),·,3.1%
COC(=O)c1cc(C(=O)N(Cc2ccccc2)c2ccccn2)cc([N+](=O)[O-])c1,2%,-2.8%
CN1/C(=C\C(=O)COc2ccc3c(c2)OCO3)C(C)(C)c2ccccc21,-5%,-7.5%
CCCCc1n[nH]c2c1/C(=N/O)CC(C)(C)C2,·,6.2%

SMILES,Rat MKP-3 inhibitors,Hsp70 inhibitors
O=C1C2C3C=CC(O3)C2C(=O)N1CC(O)c1ccccc1 (configuration not stated),-1%,-3.9%
Cc1cc2n(n1)C(c1sccc1C)Nc1ccccc1-2 (configuration not stated),0%,-2.4%
CCC(c1nnnn1Cc1cccs1)N1CCN(c2nc3ccccc3s2)CC1 (configuration not stated),-9%,-0.5%
Cc1ccc(Nc2ncc3c(n2)CC(c2ccco2)CC3=O)c(C)c1 (configuration not stated),-5%,1.4%
O=C(CN1CCN(C(=O)c2cccc(F)c2)CC1)Nc1ccccc1F,6%,3.8%
CC(=O)Nc1ccc(NC(=S)NC(NC(=O)c2ccc(C)cc2)C(Cl)(Cl)Cl)cc1 (configuration not stated),1%,-1.3%
O=C(COC(=O)C1CC(=O)N(c2ccccc2)C1)c1ccccc1 (configuration not stated),-8%,-5.2%
COC(=O)c1cccc(-n2c(C)cc(/C=C3\SC(NC(C)=O)=NC3=O)c2C)c1,2%,-36%
COC(=O)c1c(NC(=O)c2ccc(F)cc2)sc(Cc2ccccc2)c1C,1%,1.0%
O=C(Nc1ccc2c(c1)Cc1ccccc1-2)c1ccco1,1%,0.3%

SMILES,Rat MKP-3 inhibitors,Hsp70 inhibitors
CC(=O)c1cc(F)c(N2CCN(C(=O)Cc3ccccc3)CC2)cc1C,-4%,-4.2%
O=C(O)C1C2CCC(C2)C1C(=O)Nc1nc(-c2ccc(F)cc2F)cs1 (configuration not stated),3%,-1.2%
CCC(c1nnnn1C(C)(C)CC)N(CCCO)Cc1cc2cc(C)cc(C)c2[nH]c1=O (configuration not stated),11%,0.7%
O=C(Cn1ncc2c(=O)oc3ccccc3c21)N1CCCN(Cc2ccccc2F)C1,1%,1.3%
CCN(CC)Cc1c(C(=O)OC)nnn1-c1nonc1N,-7%,·
O=C1NC(=O)N(c2cccc(Br)c2)C(=O)/C1=C/c1cccs1,5%,-3.1%
N/C(=N\OC(=O)c1ccc(Br)cc1)c1ccncc1,-2%,-1.5%
COCc1nnc(NC(=O)C(C)C)s1,-8%,2.0%
O=C(CSc1nnc(CNC(=O)c2ccccc2F)o1)NCCc1ccccc1,10%,·
CC(C)(C)CC(C)(C)NC(=O)CSc1nnc(N)s1,0%,-0.5%

SMILES,Rat MKP-3 inhibitors,Hsp70 inhibitors
NC(=O)c1ccc(NC(=O)Cc2ccc(Cl)cc2)cc1,5%,-3.6%
O=C(NCC(=O)N(Cc1ccccc1)C(C(=O)NC1CCCC1)c1cccnc1)c1ccco1 (configuration not stated),·,2.5%
CC(NC(=O)c1ccc(CS(=O)(=O)c2ccc(Cl)cc2)o1)c1ccc2c(c1)OCCO2 (configuration not stated),·,-0.1%
c1ccc(-c2c[nH]c3[n+]2CCCCC3)cc1,·,-3.3%
O=C(CSc1nnc(-c2ccco2)o1)Nc1ccc(F)cc1,0%,-6.4%
CN(C)c1ccc(C=NCC2(O)CCOC(C)(C)C2)cc1 (configuration not stated),4%,4.4%
CC1(C)CC2(CCO1)OC(=O)CC2C(=O)NCc1ccccc1 (configuration not stated),-1%,-5.7%
C=CCOc1nc2c(c(=O)n(C)c(=O)n2C)n1Cc1ccccc1Cl,-3%,-0.5%
CCCCCCCCCCCCCCCC(=O)OC[C@H](COP(=O)([O-])OCC[N+](C)(C)C)OC(=O)CCCCCCCCCCCCCCC,·,3.1%
CC(C)N1C(=O)C2C(C(=O)NC3CCCCC3)C3C=CC2(O3)C1C(=O)NC1CCCCC1 (configuration not stated),1%,-2.2%

Single values from the results shown:
Result for c1ccc(-c2c[nH]c3[n+]2CCCCC3)cc1 under Hsp70 inhibitors: -3.3%
Result for CCCCCCCCCCCCCCCC(=O)OC[C@H](COP(=O)([O-])OCC[N+](C)(C)C)OC(=O)CCCCCCCCCCCCCCC under Hsp70 inhibitors: 3.1%
Result for O=C(NCC(=O)N(Cc1ccccc1)C(C(=O)NC1CCCC1)c1cccnc1)c1ccco1 (configuration not stated) under Hsp70 inhibitors: 2.5%
Result for CC1(C)CC2(CCO1)OC(=O)CC2C(=O)NCc1ccccc1 (configuration not stated) under Hsp70 inhibitors: -5.7%
Result for O=C(CSc1nnc(-c2ccco2)o1)Nc1ccc(F)cc1 under Hsp70 inhibitors: -6.4%

Going on with the list:
SMILES,Rat MKP-3 inhibitors,Hsp70 inhibitors
CC(=O)/C(C1=C(C(C)(C)C)C(=O)C(=O)C(C(C)(C)C)=C1)=C(/C)O,6%,-4.7%
Cc1c(N(C(=O)c2ccc(F)cc2)C(C)C)c(=O)n(-c2ccccc2)n1C,-3%,5.5%
CCN1CCN(C(=O)Nc2ccc(Cc3ccc(NC(=O)N4CCN(CC)CC4)cc3)cc2)CC1,-2%,4.1%
CCOC(=O)c1c(NC(=O)CNCC(O)CO)sc(C)c1C (configuration not stated),-4%,·
COc1ccc(OC)c(NC(=O)CN(c2ccc(C)cc2)S(=O)(=O)c2c(C)noc2C)c1,-7%,2.5%
COc1ccc(C(=O)N2CCN(Cc3ccc(C)cc3C)CC2)cc1,3%,0.8%
N#Cc1ccc(Nc2ccccc2)c(N)c1,·,7.3%
COc1cc(NC(=O)CCc2ccccc2)c(C(=O)O)cc1OC,-9%,4.2%
Cc1cc(C)cc(NC(=O)COc2ccc(C(C)C)cc2)c1,5%,0.2%
CCOC(=O)c1ccccc1NC(=O)Cn1cnc2c(cnn2-c2ccccc2)c1=O,5%,3.6%

SMILES,Rat MKP-3 inhibitors,Hsp70 inhibitors
Cc1ccc(NC(=O)N(CCCN2CCOCC2)Cc2cc3cc4c(cc3[nH]c2=O)OCO4)cc1,-2%,-5.7%
COc1cc(Cn2ccnc2)c(OC)cc1Cn1ccnc1,1%,-3.2%
CCOC(=O)CSc1nnc(CNc2ccc(F)cc2)o1,-1%,13%
Cc1ccc(-n2c(SCC(=O)Nc3cc(C)on3)nc3c(c2=O)SC(C)C3)cc1 (configuration not stated),2%,-0.4%
CCCC(CCC(=O)OC)(C(=O)OCC)c1csc(N)n1 (configuration not stated),2%,0.7%
COCCn1c(Cc2ccccc2)nnc1SCC(=O)NC(C)(C)C,-3%,-3.1%
O=C(O)CN1CCOCCOCCN(CC(=O)O)CCOCCOCC1,-6%,-4.5%
Cc1cc(NC(=O)COc2cccc(C)c2C)no1,-6%,-2.4%
COc1ccccc1NC(=O)C1=C(C)Nc2ncnn2C1c1ccccc1C (configuration not stated),-11%,-0.6%
COc1ccc(S(=O)(=O)NCCSCc2ccco2)cc1C,·,6.9%

SMILES,Rat MKP-3 inhibitors,Hsp70 inhibitors
Cc1n[nH]c(C)c1Sc1ccccc1N=Cc1ccc2ccccc2c1,0%,1.1%
Cc1cc(O)c(C(C[N+](=O)[O-])c2ccc(Cl)cc2Cl)c(=O)o1 (configuration not stated),·,3.4%
CNC(=O)C(C)NS(=O)(=O)c1ccc(F)cc1 (configuration not stated),·,-2.1%
COc1ccccc1NC(=O)CSc1nnc(Cc2ccccc2)o1,-9%,4.9%
CCOC(=O)C1=C(C)NC2=C(C(=O)CCC2)C1c1cccnc1 (configuration not stated),-4%,2.4%
O=C(c1ccc(S(=O)(=O)N2CCOCC2)cc1)N1CCN(c2ccc(F)cc2)CC1,-15%,-1.2%
Cc1[nH]n(-c2ccc(Cl)cc2)c(=O)c1C=Nc1ccc(S(=O)(=O)N2CCOCC2)cc1,1%,2.9%
Cc1nc2ccc(S(=O)(=O)NC(C(=O)N3CCn4c3nc3ccccc34)C(C)C)cc2s1 (configuration not stated),-2%,-1.6%
Cc1ccc(C(=O)NCc2occc2C(=O)O)o1,3%,-2.3%
Cc1ccccc1-c1nc2cc(Cl)ccc2o1,2%,3.1%&-13%

SMILES,Rat MKP-3 inhibitors,Hsp70 inhibitors
O=C(CSc1nnnn1C1CCCCC1)NCc1ccco1,-4%,2.0%
CN1CCN(NC(=O)CN2C(=O)/C(=C/c3ccccc3Cl)SC2=S)CC1,4%,1.5%
Cc1cccc(CSC2=NCCN2C(=O)c2ccco2)c1,2%,7.4%
Cc1cc(NC(=O)c2ccc(S(=O)(=O)N3CCCC3)cc2)nc2c1c(=O)oc1ccccc12,1%,·
COc1cc(/C=C2/C(=O)N(c3ccccc3)N=C2C)ccc1OC(=O)c1cccs1,0%,1.0%
CC1=C(C(=O)OC2CCCCC2)C(c2ccc(C)o2)C2=C(CCCC2=O)N1 (configuration not stated),-14%,-2.0%
O=C(Nc1ccccc1)Nc1ncccn1,-3%,2.2%
Cc1sc2nc(SCc3ccc(C(=O)NCCO)cc3)[nH]c(=O)c2c1C,5%,-1.4%
CCN(CC)CCNCc1ccc(-c2ccc(Cl)cc2)o1,-8%,-1.7%
COc1ccccc1/C=N/NC(=O)CSc1nc(C)cc(C)n1,0%,-0.8%
COc1ccc(-c2nnc(NC(=O)c3cccc4ccccc34)s2)cc1,-3%,7.7%
CCOc1ccccc1NC(=O)c1ccc(Cl)cc1Cl,2%,7.6%
Cc1ccc(-c2[nH]n3c(=O)c4c(nc3c2C)CCS4)cc1,-2%,0.2%

Compound profiles (already shown):
`CC1=C(C(=O)OC2CCCCC2)C(c2ccc(C)o2)C2=C(CCCC2=O)N1` (configuration not stated) as listed: Rat MKP-3 inhibitors: -14%; Hsp70 inhibitors: -2.0%
`COc1ccc(-c2nnc(NC(=O)c3cccc4ccccc34)s2)cc1` as listed: Rat MKP-3 inhibitors: -3%; Hsp70 inhibitors: 7.7%

These rows are one share of the data; count on the stated rates, not on these rows.
